Assay outcomes (PubChem BioAssay)
NCI-60 one-dose screen, 48 h, at 10 µM unless noted. Numbers give growth in % (100 = growth as untreated, 0 = no growth, -100 = all killed).
OVCAR-8 – OVCAR-8 ovarian cancer; 4.4% of 81,000 active; AID 1794782
OVCAR-3 – OVCAR-3 ovarian cancer; 7% of 79,000 active; AID 1794787
SF-268 – SF-268 CNS cancer cells; 3.1% of 82,000 active; AID 1794759
SNB-19 – SNB-19 CNS cancer cells | 2.5% of 81,000 active | AID 1794751
U251 – U251 CNS tumor cells. 5.4% of 80,000 active. AID 1794753
SF-295 – SF-295 CNS cancer cells | 5.6% of 79,000 active
SF-539 – SF-539 CNS cancer. 6.8% of 81,000 active. AID 1794752
DU-145 – DU-145 prostate cancer; 4.2% of 81,000 active
PC-3 – PC-3 prostate cancer cells | 3.9% of 80,000 active
* = called active by the depositor; nt = no result given; & = joins results of further samples; ! = not confirmed by another sample. The calls were made as follows: active = growth percent below 10; inactive = the rest.

SMILES	OVCAR-8	OVCAR-3	SF-268	SNB-19	U251	SF-295	SF-539	DU-145	PC-3
COc1ccc(NC(=O)CSc2nnc(-c3ccc(-c4nc5ccc(Cl)cc5[nH]4)cc3)o2)cc1	2.4*	41	45	-29*	-58*	44	-91*	8.3*	-21*
COc1cc(NC(=O)c2sc3nc4c(cc3c2N)C(=O)CCC4)cc(OC)c1	94	105	89	106	106	91	80	94	95
CCN(CC)CCNC(=O)c1nc2cc(OC)c(OC)cc2c(=O)n1N	109	97	96	95	104	93	94	100	102
COC(=O)C12C3C(=O)N(c4ccc(OC)cc4)C(=O)C3C(c3cn(-c4ccccc4)nc3C)N1[C@H](c1cn(-c3ccccc3)nc1C)[C@@H]1C(=O)N(c3ccc(OC)cc3)C(=O)[C@@H]12 (some centres not stated)	99	104	104	91	94	92	nt	109	87
CCOC(=O)Cc1c[nH]c2ccc([N+](=O)[O-])cc12	106	110	119	102	108	111	111	133	128
O=[N+]([O-])c1cccc(-c2nc3ccccc3s/c2=N/O)c1	92	101	92	105	91	nt	92	85	83
N#CC1=C(Nc2ccccc2)c2nc3ccccc3c(=O)n2C1	105	115	102	96	102	102	93	110	99
[N-]=[N+]=NCc1cccc(/C(O)=C/C(=O)C(=O)O)c1	79	126	92	101	103	143	100	92	97
OCC(O)CNc1oc(-c2ccccc2)nc1[P+](c1ccccc1)(c1ccccc1)c1ccccc1 (configuration not stated)	97	96	98	94	95	104	98	110	85
C[C@]1(O)C(=O)[C@@]2(C)C[C@H](O)[C@@]3(F)[C@@H](CCC4=CC(=O)C=C[C@@]43C)[C@@H]2C[C@H]1O	99	110	111	100	107	111	91	120	97
COc1cc(/C=C2\Cc3c(F)ccc(Br)c3C2=O)cc(OC)c1	96	110	104	95	97	97	99	102	95
O=C1N(CO)C2C(N1CO)N(CO)C(=O)N2CO (configuration not stated)	109	106	100	107	107	116	102	117	97
O=C1c2cc(Cl)ccc2S(=O)(=O)c2c(NCCCNCCO)nc3ccccc3c21	-5.8*	-92*	32	56	-16*	41	-18*	-25*	-14*
CN1CCN(/N=C/c2cn(-c3ccc(C(=O)O)cc3)nc2-c2ccccc2)CC1	106	102	92	109	104	98	99	105	93
O=C1CSC(c2ccc(F)cc2)N1NC(=O)C(O)(c1ccccc1)c1ccccc1 (configuration not stated)	96	115	103	87	86	95	99	116	nt
COc1ccc(Cn2cc3c(c2-c2ccccc2)CCc2cnc(N)nc2-3)cc1	101	108	104	89	97	96	106	102	nt
COc1cc(/C(=C(\CC(=O)O)C(=O)O)c2ccc3c(c2)OCO3)cc(OC)c1OC	105	110	101	95	98	102	106	113	91
ClC1c2cccc3cccc(c23)C1Cl (configuration not stated)	105	99	92	111	109	105	115	99	108
CCN(C(=O)N1CCN(c2cc3c(cc2F)c(=O)c(C(=O)O)cn3C2CC2)CC1)c1nc(-c2ccc(C)cc2)cs1	12	9.0*	21	19	16	-3.5*	20	24	11
CC(C)OC(=O)Oc1ccc(Cl)cc1	107	122	114	100	103	110	103	138	90
O=C(O)C1(C(=O)O)CCC2(CCCCC2)CC1	106	108	99	97	99	99	99	107	110
CNCCCNc1ccnc2cc(Cl)ccc12	1.6*	-31*	-30*	-1.6*	0.6*	nt	-67*	-5.3*	1.9*
O=C1CCCCN1c1ccc(C2=NCCCN2)cc1	104	84	92	89	79	85	65	103	80
Cc1ccc(NC(=O)CSc2nc(-c3ccccc3)c(C#N)c(=O)[nH]2)cc1	108	109	108	106	100	94	99	112	113
COC(=O)c1ccc(-c2nc(CSc3nc4ccccc4s3)no2)cc1	102	96	98	108	93	100	103	102	91

Structural class: those above containing an aryl methoxy group.
SMILES	OVCAR-8	OVCAR-3	SF-268	SNB-19	U251	SF-295	SF-539	DU-145	PC-3
COc1ccc(NC(=O)CSc2nnc(-c3ccc(-c4nc5ccc(Cl)cc5[nH]4)cc3)o2)cc1	2.4*	41	45	-29*	-58*	44	-91*	8.3*	-21*
COc1cc(NC(=O)c2sc3nc4c(cc3c2N)C(=O)CCC4)cc(OC)c1	94	105	89	106	106	91	80	94	95
CCN(CC)CCNC(=O)c1nc2cc(OC)c(OC)cc2c(=O)n1N	109	97	96	95	104	93	94	100	102
COC(=O)C12C3C(=O)N(c4ccc(OC)cc4)C(=O)C3C(c3cn(-c4ccccc4)nc3C)N1[C@H](c1cn(-c3ccccc3)nc1C)[C@@H]1C(=O)N(c3ccc(OC)cc3)C(=O)[C@@H]12 (some centres not stated)	99	104	104	91	94	92	nt	109	87
COc1cc(/C=C2\Cc3c(F)ccc(Br)c3C2=O)cc(OC)c1	96	110	104	95	97	97	99	102	95
COc1ccc(Cn2cc3c(c2-c2ccccc2)CCc2cnc(N)nc2-3)cc1	101	108	104	89	97	96	106	102	nt
COc1cc(/C(=C(\CC(=O)O)C(=O)O)c2ccc3c(c2)OCO3)cc(OC)c1OC	105	110	101	95	98	102	106	113	91

The main list resumes with the two entries that preceded the break.
SMILES	OVCAR-8	OVCAR-3	SF-268	SNB-19	U251	SF-295	SF-539	DU-145	PC-3
Cc1ccc(NC(=O)CSc2nc(-c3ccccc3)c(C#N)c(=O)[nH]2)cc1	108	109	108	106	100	94	99	112	113
COC(=O)c1ccc(-c2nc(CSc3nc4ccccc4s3)no2)cc1	102	96	98	108	93	100	103	102	91
O=C(CNc1nc(-c2cccc([N+](=O)[O-])c2)cs1)Nc1cccc([N+](=O)[O-])c1	-3.3*	5.3*	-5.0*	-12*	-15*	0.2*	-30*	-6.2*	-38*
CCOC(=O)Cn1nnc(-c2ccc(OCc3ccccc3F)cc2)n1	101	100	83	94	99	92	92	103	89
O=C1[C@@H]2Cc3c([nH]c4ccccc34)[C@@H](c3ccc(Cl)cc3)N2C(=O)CN1C1CCN(CC2CCCCC2)CC1	91	nt	83	90	91	99	92	97	69
COc1ccc(CCN2C(=O)C(C)(C)SC2=S)cc1OC	102	107	95	96	100	97	105	99	98
CCOC(=O)c1ccc(-n2nc(C(=O)NCCC(=O)O)nc2-c2ccccc2)cc1	109	103	97	104	103	94	101	104	92
CNC(=O)c1cc(Oc2ccc3nc(Nc4ccc(F)c(F)c4)ccc3c2)ccn1	94	90	76	85	80	77	96	89	50
CC[S+](CC)CC(=O)c1ccc(-c2ccccc2)cc1	90	99	100	100	99	97	103	89	84
O=C(Nc1cc(Cl)ccc1O)c1cccc(Nc2ccnc(C(F)(F)F)c2)c1	39	53	55	44	43	2.9*	48	55	28
COc1ccc(-c2cc(-c3c[nH]c4ccccc34)nc(-c3c[nH]c4ccccc34)c2C#N)cc1	98	nt	105	102	102	96	94	108	90
C#CCNc1ccc(C(=O)OCC)cc1	107	115	103	106	103	100	98	116	nt
C=C1C(=O)O[C@H]2[C@H]1CC/C(COC(=O)c1cc3ccccc3s1)=C\CC[C@@]1(C)O[C@@H]21	-12*	-69*	-61*	-9.0*	-83*	32	-88*	-81*	-56*
CC(=O)OC1CCCCC1C1CCCCC1 (configuration not stated)	107	107	104	120	101	99	105	110	105
Brc1sc(Br)c(Br)c1Br	93	112	100	90	99	99	107	111	99
CC(=O)N1N=C(c2ccc(Cl)cc2)CC1c1cccc(Nc2ccnc3cc(Cl)ccc23)c1 (configuration not stated)	58	60	51	57	53	60	78	60	31
COS(=O)(=O)c1cccc2c(S(=O)(=O)OC)cccc12	100	102	97	109	98	105	107	98	84
O=C(O)c1ccc(C(O)c2ccccc2)cc1 (configuration not stated)	100	99	109	98	95	89	100	115	100
COc1cc(N2CCOCC2)ccc1N	100	109	104	107	105	104	101	110	68
O=C(Nc1ccc(Nc2ccncc2)cc1)c1ccc(N2C(=O)c3ccccc3C2=O)cc1[N+](=O)[O-]	89	111	104	106	nt	93	106	108	97
CC1(O)CCC2CC3OC3(C)CCC3OC3(C)C(O)CC1C2(C)C (configuration not stated)	87	118	113	99	98	52	116	105	87
COc1cc(/C=C/C(=O)c2ccc(NC(=O)CSc3nnc(-c4cc(OC)c(OC)c(OC)c4)o3)cc2)cc(OC)c1OC	91	96	91	95	93	104	92	91	70
O=C(CCN1CCCCC1)c1cccs1	106	120	105	99	110	112	109	114	105
Cc1cc(-c2ccc(N(C)C)cc2)c2sc(=O)[nH]c2n1	77	69	70	56	50	49	53	99	81
O=C1OC(c2cc(I)c(O)c(I)c2)(c2cc(I)c(O)c(I)c2)c2ccccc21	nt	105	112	97	90	82	97	109	69
COc1ccc(-n2nnnc2-c2cn[nH]c2C(F)(F)F)cc1	96	104	109	101	95	88	90	101	105
O=C(Oc1ccccc1C1N(c2ccc(Cl)cc2)C(=O)C1(c1ccccc1)c1ccccc1)C(c1ccccc1)c1ccccc1 (configuration not stated)	93	nt	112	102	94	nt	92	106	nt

The list continues.
SMILES	OVCAR-8	OVCAR-3	SF-268	SNB-19	U251	SF-295	SF-539	DU-145	PC-3
CSc1nc2nc3c(nc2c(=O)n1C)C(=O)CCC3	99	118	115	99	nt	96	111	114	89
C=C1C(=O)O[C@H]2[C@H]1CC/C(COC(=O)c1cccnc1N)=C\CC[C@@]1(C)O[C@@H]21	15	-4.6*	24	26	29	34	13	14	25
Cc1cccc(/C=C2\N=C(c3ccccc3)N(c3ccc(S(N)(=O)=O)cc3)C2=O)c1	73	102	91	80	95	87	72	97	93
Cc1cc(C(=O)Nc2ncc(Cc3ccc(F)cc3)s2)c(C)o1	70	73	60	72	49	18	47	67	63
C=CC1(O)CCCCC1	110	112	111	103	107	nt	99	121	106
C/C(=C\C=C\[C@H](C)CC(=O)O)[C@H](O)[C@H](C)C(=O)O[C@H]1C[C@H](C)[C@H](O)c2ccc(C)c(C)c21	80	95	90	91	90	94	89	89	77
CCCCOC(=O)CSC#N	102	108	102	99	96	102	102	109	94
C=CCn1c(SCC(=O)Nc2ccc(C(=O)/C=C/c3ccc(Cl)cc3)cc2)nnc1-c1cc(-c2ccc(S(C)(=O)=O)cc2)nc2ccccc12	68	93	80	89	86	99	89	108	83
CC(C)(c1cc(Br)c(O)c(Br)c1)c1cc(Br)c(O)c(Br)c1	91	113	116	102	101	101	111	109	88
CC/C(=N/Nc1ccc([N+](=O)[O-])cc1[N+](=O)[O-])c1ccccc1	108	114	117	96	nt	82	105	114	92
N#Cc1c(-c2ccc(F)cc2)c(C#N)c2c(C#N)c(N)nn2c1N	103	99	93	108	95	101	91	90	77
COC(=O)c1cc(-c2ccc(C)cc2)c(C#N)c(N)c1C#N	101	123	112	102	nt	85	83	117	100
CC(=O)NC[C@H]1CN(c2ccc(N3CCSCC3)c(F)c2)C(=O)O1	95	145	114	108	114	125	139	127	112
COc1ccc2c(c1)oc1c(C)c3c(c(C)c12)C(=O)N(NCCO)C3=O	103	120	97	98	100	101	103	98	95
C(CCSC1=NCCN1)CSC1=NCCN1	109	117	99	91	98	93	nt	123	110
CNC(=O)CCN1CCN(CC/C=C2\c3ccccc3Sc3ccc(Cl)cc32)CC1	89	58	77	99	78	99	97	91	8.8*
CC1(O)CC(CSC#N)OC(c2ccc(F)cc2)C1 (configuration not stated)	93	96	111	99	97	86	97	110	94
O=C(Nc1cnc2ccccc2c1)c1ccncc1	106	103	97	110	94	101	102	107	91
CCCCCCCCCCCCCCCCSC(=O)CCl	105	115	111	106	104	nt	98	120	98
OC(C[n+]1ccccc1)c1ccccc1 (configuration not stated)	113	116	113	nt	109	100	98	120	84
Cc1ccc2[nH]c(=O)cc(N/N=C\c3ccc(N(C)C)cc3)c2c1	94	97	102	95	93	95	97	107	80
CCn1cc(-c2ccnc(NCCCNS(=O)(=O)c3ccc(Cl)cc3)c2)c(-c2cccc(O)c2)n1	84	98	87	113	86	97	96	98	77
Cn1c(=N)oc(=O)c2ccccc21	101	107	97	96	104	109	100	109	87
COc1cc(NS(C)(=O)=O)ccc1N	120	118	116	111	103	nt	98	111	109
N#Cc1c(-c2ccccc2)nc(SCC2CO2)nc1N1CCOCC1 (configuration not stated)	82	62	70	61	75	9.1*	86	88	36

Random excerpt: 2 records from the list, in no set order.
SMILES	OVCAR-8	OVCAR-3	SF-268	SNB-19	U251	SF-295	SF-539	DU-145	PC-3
COC(=O)c1cc(-c2ccc(C)cc2)c(C#N)c(N)c1C#N	101	123	112	102	nt	85	83	117	100
C(CCSC1=NCCN1)CSC1=NCCN1	109	117	99	91	98	93	nt	123	110

Further structures
SMILES	OVCAR-8	OVCAR-3	SF-268	SNB-19	U251	SF-295	SF-539	DU-145	PC-3
Clc1cccc(Cl)n1	105	130	110	100	103	110	104	121	103
Cc1ccc(C(=O)CSc2nnc3sc(Nc4ccc(C#N)cc4)nn23)cc1	97	109	98	72	100	101	101	98	93
COc1ccc(NCc2ccc(CO)n2-c2ccc(C)cc2)cc1	99	113	127	101	105	99	97	117	91
COc1cccc(-c2nc(N)n(-c3nc4ccccc4s3)n2)c1	99	103	96	99	105	103	100	105	103
O=C(CN1CCOCC1)Nc1cccc(-c2cc3ccccc3[nH]2)c1	95	99	90	98	90	100	102	99	80
O=C(c1ccccc1)C(CN1CCCCC1)c1ccccc1 (configuration not stated)	16	15	59	78	16	99	-16*	23	50
Cc1ccc(S(=O)(=O)c2nc(S(=O)(=O)c3ccc(C)cc3)c(NC(C)C)s2)cc1	96	96	110	89	95	87	93	113	89
O=C(Nc1nc(-c2ccc(Cl)cc2)cc(-c2ccc(Br)cc2)n1)c1cccnc1	98	96	91	75	85	96	98	102	68
Cc1c(CN)cc(-c2ccc(Cl)cc2)n1-c1ccccc1	75	106	86	85	80	88	94	89	89
CN1CCN(c2ccc3c(c2)nc(NNC(=O)c2cnccn2)c2cccn23)CC1	-79*!	-20*!	11&26	20&35	-19*!	-81*!	-41*!	-9.7*!	12&47
CCCCOC(=O)C1C2CCC(O2)C1C(=O)OCC (configuration not stated)	106	110	101	113	108	105	nt	113	99
COC(=O)CC(C)CC(=O)O (configuration not stated)	nt	111	111	104	nt	nt	102	109	104
COCc1nc(NS(=O)(=O)c2ccc(N)cc2)nc(C)c1Br	110	112	109	108	103	94	100	116	101
CCCCNC(=O)NOC1OC(CO)C(O)C(O)C1O (configuration not stated)	112	101	101	100	95	103	97	107	96
